Screens: PubChem BioAssay, several laboratories
TbMetRS inhib: T. brucei MetRS inhibitors, primary screen, biochemical, luminescence; methionyl-tRNA synthetase (Trypanosoma brucei brucei); purified T. brucei MetRS, ATP depletion, Kinase-Glo luminescence; inhibition, % at 11.9 µM; 360,000 tested, 0.4% active; AID 624268, 2012;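 active means inhibition above a per-plate cutoff of the control wells' mean inhibition plus 3 SD, cut at about 5.5% in these data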;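 further: 0% = DMSO wells median and 100% = median of wells with control inhibitor compound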
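Test system – parasite MetRS enzyme · Reagent – substrates ATP, L-methionine and bulk Escherichia coli tRNA · Doses – 11.9 µM compound single dose, 0.9% DMSO · Times – 15 min enzyme-compound preincubation, 2 h reaction, 10 min detection, 25 °C · Signal – Kinase-Glo luminescence, ATP depletion format · Controls – DMSO-only wells as low control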
Neddyl block: inhibitors of cullin neddylation, primary screen, biochemical, TR-FRET, uHTS, NAE and Ubc12; 360,000 tested, 0.58% active; calls only at 25 µM; NEDD8-conjugating enzyme Ubc12 (Homo sapiens) + NEDD8-activating enzyme E1 regulatory …; in the data active means inhibition above about 36%
Scp-1 inhibitor: Scp-1 phosphatase inhibitors, primary screen, biochemical, colorimetric, uHTS; Recombinant Scp1, phosphopeptide, malachite green phosphate absorbance; inhibition, % at 20 µM; 340,000 tested, 0.88% active;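 active means inhibition above about 50% at 20 µM, limit read from the data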;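 further: plate controls were DMSO wells with enzyme for no effect and wells lacking enzyme for full effect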
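Test system: SCP-1 phosphatase catalytic domain, residues 76-261; measured by: colorimetric phosphate reagent with accelerator and stabiliser, absorbance at 630 nm; timing: enzyme reaction 45 min at room temperature, colour 5 min, stabilisation 30 min; also added: Phosphorylated 17-residue peptide substrate; compound dosing: one concentration, 20 µM, with 1.0% DMSO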
DNMT1 block: human DNMT1 methyltransferase inhibitors, primary screen, biochemical, molecular beacon, fluorescence, HinP1I cleavage, uHTS; inhibition (reported as % activation of signal), % at 10 µM; AID 588458, 2011; 360,000 tested, 0.83% active; DNA (cytosine-5)-methyltransferase 1 (Homo sapiens), P26358; in the data active means inhibition above about 50%
NRP1-CendR mod: modulators of CendR peptide binding to NRP-1, primary screen, biochemical, fluorescence polarization, uHTS. FAM-RPARPAR peptide binding to NRP-1. 360,000 tested, 0.85% active. inhibition, % at 25 µM. Neuropilin-1 (Homo sapiens), O14786;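 active means inhibition or corrected inhibition above about 18%, plus a signal ratio from 0.5 to 1.5, limit read from the data, passing the limit was not always enough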; further: strong numbers were not always called active
Target sequence (O14786 whole entry, looked up): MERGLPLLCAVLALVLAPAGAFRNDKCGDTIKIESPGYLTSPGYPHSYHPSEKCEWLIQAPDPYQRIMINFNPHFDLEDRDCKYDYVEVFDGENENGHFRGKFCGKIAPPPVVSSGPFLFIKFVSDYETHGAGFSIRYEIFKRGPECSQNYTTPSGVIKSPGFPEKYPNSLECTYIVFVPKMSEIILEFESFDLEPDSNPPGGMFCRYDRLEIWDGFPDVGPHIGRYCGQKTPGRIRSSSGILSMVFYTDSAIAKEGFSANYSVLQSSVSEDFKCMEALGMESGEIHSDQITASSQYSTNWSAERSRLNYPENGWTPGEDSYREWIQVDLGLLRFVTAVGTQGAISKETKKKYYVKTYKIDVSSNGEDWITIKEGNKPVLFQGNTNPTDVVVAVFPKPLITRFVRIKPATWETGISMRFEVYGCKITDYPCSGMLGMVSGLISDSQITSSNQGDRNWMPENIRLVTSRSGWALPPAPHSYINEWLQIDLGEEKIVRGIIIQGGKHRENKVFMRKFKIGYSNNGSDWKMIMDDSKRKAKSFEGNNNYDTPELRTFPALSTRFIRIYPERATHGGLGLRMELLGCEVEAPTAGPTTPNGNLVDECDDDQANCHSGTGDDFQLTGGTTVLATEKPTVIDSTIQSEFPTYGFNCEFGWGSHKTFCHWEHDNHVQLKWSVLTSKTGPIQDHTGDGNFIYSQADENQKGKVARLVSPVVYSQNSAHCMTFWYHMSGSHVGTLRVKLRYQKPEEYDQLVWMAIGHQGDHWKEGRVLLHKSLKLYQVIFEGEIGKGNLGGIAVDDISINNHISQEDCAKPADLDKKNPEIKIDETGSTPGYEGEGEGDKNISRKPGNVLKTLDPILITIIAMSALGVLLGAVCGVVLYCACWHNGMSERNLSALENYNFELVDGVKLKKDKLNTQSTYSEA
NadD inh: inhibitors of S. aureus NadD, primary screen, biochemical, colorimetric, uHTS; inhibition, % at 20 µM; 360,000 tested, 0.78% active; purified NadD enzyme, colorimetric absorbance read-out; Nicotinate-nucleotide adenylyltransferase NadD (Staphylococcus aureus N315); in the data active means inhibition above about 26%; further: some compounds past the cut are filed as inactive
SKN-1 block: suppressors of acrylamide-induced Pgst-4::GFP reporter in worms, primary screen, SKN-1 inhibitor project, whole organism, uHTS, GFP/RFP fluorescence ratio, strain VP596; C. elegans VP596 Pgst-4::GFP/RFP ratio, 24 h; 360,000 tested, 0.49% active; AID 624304, 2012; inhibition, % at 21.8 µM;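 active means interference check ratio from 0.5 to 1.5 plus GFP to RFP signal ratio inhibition reaching or exceeding a fixed threshold, cut at about 30% in these data, passing the limit was not always enough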; further: some compounds called inactive have numbers as strong as hits
STEP block: STEP phosphatase inhibitors, primary screen, biochemical, fluorescence intensity, uHTS; Tyrosine-protein phosphatase non-receptor type 5 (Homo sapiens), P54829; inhibition, % at 20 µM; 360,000 tested, 0.25% active; recombinant STEP, OMFP fluorogenic substrate; AID 588621, 2011;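 active means inhibition at 20 µM, scaled per plate between control wells, above about 37%, limit read from the data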;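 further: 0% = DMSO with enzyme and substrate and 100% = substrate only without enzyme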
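Assay system: isolated STEP enzyme. Buffer or medium: pH 6.0 Bis-Tris with DTT and Tween 20. Also added: fluorogenic phosphatase substrate OMFP at 25 µM final. Dosing: 20 µM, 1% DMSO. Timing: 20 min reaction, room temperature, in the dark. Measured by: fluorescence intensity, excitation 480 nm, emission 540 nm. Evaluation: normalized % inhibition.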
SUMO1 PPI mod: modulators of SUMO1 protein-protein interactions, primary screen, biochemical, uHTS | SUMO1 binding to a labelled peptide, TR-FRET, 1 h | inhibition, % at 20 µM | 360,000 tested, 0.33% active | Small ubiquitin-related modifier 1 (Homo sapiens), P63165; in the data active means inhibition above about 37%
LMPTP block: LMPTP phosphatase inhibitors, primary screen, biochemical, fluorescence intensity, uHTS | AID 651560, 2012 | recombinant LMPTP-A, OMFP fluorogenic substrate | 360,000 tested, 0.22% active | inhibition, % at 20 µM;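 active means compounds that cut the enzyme signal by at least half of the control window in the single-dose screen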;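 further: plate controls were DMSO wells with enzyme plus substrate for no effect and substrate without enzyme for full effect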
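Test system: LMPTP-A phosphatase enzyme; input: 0.625 nM LMPTP-A final; reagent: OMFP substrate, 400 µM final; compound dosing: 20 µM single dose, 3% DMSO; incubation: 50 min dark incubation at room temperature; measured by: endpoint fluorescence intensity from OMFP dephosphorylation; measure: % inhibition relative to no-enzyme and uninhibited control wells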
Numbers without * were called inactive; i = inactive; . = no result given. This is a random part of the collection; about 4.6% have a hit in one of these screens.

no.	mol	TbMetRS inhib	Neddyl block	Scp-1 inhibitor	DNMT1 block	NRP1-CendR mod	NadD inh	SKN-1 block	STEP block	SUMO1 PPI mod	LMPTP block
1	CCc1nc2c(OCc3ccccc3)cccn2c1N(C)C(=O)Nc1ccccc1OC	0.3	i	.	1	0	-6	25	2	-2	0.4
2	Cc1cn([C@H]2C[C@H](O)[C@@H](CNC(=O)[C@H](N)Cc3cscn3)O2)c(=O)[nH]c1=O	-1.6	i	.	0	-6	-5	-3	0	2	-1.0
3	CC(C)[C@H](N[C@@H](C)c1ccccc1)c1c(O)ccc2ccccc12	-0.4	i	-4	-1	6	-12	14	1	-3	2.8
4	COc1cc2ccccc2cc1C(=O)N1CCOCC1	-0.4	i	-2	3	3	-2	2	-1	0	-1.1
5	Cc1ccc(C(=O)Nc2sc(Cc3ccc4c(c3)OCO4)c(C)c2C(N)=O)cc1	-0.2	i	-8	48	-27	12	-10	0	-2	1.7
6	C=C1CCN([C@@H](Cc2ccccc2)C(=O)NCCCc2ccccc2)S(=O)(=O)c2ccccc21	-0.5	i	-14	-6	24	-8	10	5	-3	5.2
7	Cc1cc2c(cc1C)-n1nnnc1C(N1CCN(c3ccccc3F)CC1)C(=O)N2 (stereo not drawn)	-0.8	i	.	.	2	.	2	.	0	0.6
8	CCCCn1nnnc1SCC(=O)N(CC)CC	0.1	i	-9	-2	4	0	10	-1	8	0.5
9	COc1cc2cnc(-c3ccccc3)cc2cc1OC	0.2	i	1	-7	7	-10	-2	3	-1	3.0
10	CCN(CC)c1ccc(C2C(C(=O)OCCOC)=C(C)NC3=C2C(=O)CC(C)(C)C3)cc1 (stereo not drawn)	-0.5	i	-3	-3	3	-12	33	-2	-4	-1.3
11	COc1ccc(C(C)n2c(C)c3c(C)nnc(C)c3c2C)cc1 (stereo not drawn)	-0.9	i	0	-6	5	-2	-1	-2	-8	-3.7
12	Cc1ccc2nc(/C(C#N)=C\c3ccc(OC(=O)c4cccs4)cc3)[nH]c2c1	-0.2	.	7	-2	-27	40*	21	2	3	3.0
13	C[C@H](CO)N1C[C@H](C)[C@@H](CN(C)CC2CCCCC2)Oc2c(NS(=O)(=O)c3cccs3)cccc2C1=O	-0.2	i	21	2	21	0	19	0	1	-0.1
14	CCCn1c(NC(=O)c2ccc(C)cc2)nc2ccccc21	-1.5	i	-14	-2	3	2	2	-1	6	2.0
15	N=c1oc2ccc3ccccc3c2cc1-c1nnc2n1CCCCC2	0.1	.	-4	3	9	6	2	-1	-14	0.0
16	COc1ccc(C2/C=C\CN(C(=O)Nc3ccccc3-c3ccccc3)CC(=O)N2Cc2ccc(F)cc2)cc1 (stereo not drawn)	-0.2	i	-18	-2	-1	12	20	1	3	5.4
17	O=C(CNC(=O)C12CC3CC(CC(C3)C1)C2)N1CCN(S(=O)(=O)c2cccs2)CC1	0.6	i	-7	7	-9	-5	-4	2	-2	-0.6
18	O=C(OCc1ccccc1)C1=[N+]([O-])OC(C(=O)OCc2ccccc2)C1c1c[nH]c2ccccc12 (stereo not drawn)	0.0	i	-18	-1	14	-6	0	-3	1	1.6
19	COc1ccc(N2C3=C(CC4=C2CC(C)(C)CC4=O)C(=O)CC(C)(C)C3)cc1	0.0	i	1	-6	-2	9	10	-2	-14	0.6
20	O=C(Nc1ccc2c(c1)[nH]c(=O)c1ccccc12)C(F)(F)F	0.3	i	-3	-4	-15	-3	5	3	5	0.3
21	O=C(C(c1ccccc1)c1ccccc1)N(Cc1ccco1)C1CCS(=O)(=O)C1 (stereo not drawn)	-0.2	i	-11	-4	5	-3	9	0	-2	-1.5
22	O=C(C=Cc1ccc(Cl)s1)c1ccc(Cl)s1	-0.2	i	-5	8	-7	7	17	-1	12	0.4
23	CCC(C)n1nccc1NC(=O)C(C)Cl (stereo not drawn)	0.0	i	-8	0	-3	-1	12	4	4	-1.1
24	Cc1noc(C)c1C(=O)Nc1ccc(N(C)C)cc1	-0.1	i	-1	-5	-4	5	2	0	-5	-0.4
25	CC1(C)CC(=O)C=C(c2cccc3c2oc2ccccc23)C1	-0.2	i	4	5	6	-1	12	0	2	2.3
26	Cc1ccc(CC23CN4CCN(CC(C4)C2O)C3)c(C)c1 (stereo not drawn)	-1.1	i	-8	-2	6	-3	14	-1	0	1.4
27	Cc1ccccc1OCC(=O)Nc1cc(Cl)ccc1Oc1ccccc1	0.0	i	-16	9	6	-1	12	2	-4	2.9
28	Cn1cccc1CC(=O)N/N=C/C=C/c1ccco1	0.5	i	69*	96*	-13	25	13	2	19	43
29	COc1cc(/C=C2\C(=N)N3N=C(CC(=O)N4CCOCC4)SC3=NC2=O)cc(OC)c1OC	0.3	i	1	3	1	-4	9	-4	-1	0.3
30	COc1cc(/C=C/C(=O)OCC(=O)Nc2ccc([N+](=O)[O-])cc2)ccc1O	-0.3	i	1	-9	-7	-2	-7	-1	-16	2.1
31	COc1ccc(S(=O)(=O)N(C)C)cc1NC(=O)CSc1ncccn1	-1.1	i	7	4	8	-2	10	1	3	-1.2
32	CCOC(=O)N1CCN(C(=O)c2ccc(CNS(=O)(=O)c3ccc(NC(C)=O)cc3)cc2)CC1	-0.3	i	1	-3	23*	2	21	2	-2	-0.7
33	O=C(Nc1ccc(N2CCN(c3ccc(O)cc3)CC2)cc1)Oc1ccccc1	0.5	i	-5	-12	-1	28	11	0	1	9.4
34	CC(C)OC(=O)/C(=C/c1ccc(Br)cc1)NC(=O)c1ccco1	0.1	i	1	4	0	-5	-1	-3	-4	-1.3
35	CCOc1ccc(CCNC(=O)COC(=O)c2ccc(C)s2)cc1OCC	-0.2	i	1	0	8	-5	11	-2	2	-0.2
36	CCCCn1nc2cc(C(=O)NCCc3cccs3)ccc2c1OCC	-0.1	.	-2	7	0	-7	7	0	-9	0.0
37	CN(CC1COc2ccccc2O1)C(=O)c1ccc(Cl)c(S(=O)(=O)N2CCCCCC2)c1 (stereo not drawn)	-0.1	i	-7	-1	2	-3	-14	1	1	-2.7
38	COc1ccc2oc(C(=O)OCC(=O)N3C(C)CCCC3C)c(C)c2c1 (stereo not drawn)	-0.5	.	-7	2	4	-7	7	-1	-5	2.0
39	N#Cc1c(-c2ccccc2)nc(-c2ccccc2)nc1N1CCOCC1	-0.1	i	0	-1	10	0	15	8	-4	-2.2
40	CC(=O)Nc1ccc(C(=O)N/N=C(\C)CC(=O)Nc2ccc(OCc3ccccc3)cc2)cc1	0.2	i	-5	-11	0	10	-13	-2	12	0.7
41	C[C@@H]1C(NC(=O)c2ccccc2)CC2CC1C2(C)C (stereo partly drawn)	0.1	i	-3	0	5	-6	8	1	3	0.6
42	Cc1nc(NC(=O)c2ccc(F)cc2)nc2cc3c(cc12)OCO3	-0.4	i	-5	-1	13	3	9	-3	-2	-0.1
43	COc1cc(NC(=S)NC2CC2)c(OC)cc1Cl	0.0	i	-5	-4	4	3	18	4	-7	-2.2
44	O=C(CCN1CCOCC1)NC1CCCN(Cc2ccccc2F)C1 (stereo not drawn)	-0.6	i	-2	0	-3	-1	15	-1	6	1.4
45	Cc1noc(C)c1S(=O)(=O)N(CC(=O)NCc1ccc(Cl)cc1)c1ccc2c(c1)OCO2	-0.3	i	-12	3	-13	-4	-8	3	3	1.8
46	COc1ccccc1C(=O)Nc1cc(-c2ccc(C)cc2)no1	0.1	i	-14	20	2	-14	18	-1	5	2.5
47	CCc1nnc(NC(=O)c2cccc(C(=O)Nc3nnc(CC)s3)n2)s1	-0.1	i	-7	4	15	-1	8	-1	9	-1.3
48	CC(Sc1nnc(Cc2ccccc2)n1C)C(=O)NC1CC1 (stereo not drawn)	-0.5	i	-5	0	5	7	15	-2	0	-2.6

From compound 47 up to 48, copied from above:
no.	mol	TbMetRS inhib	Neddyl block	Scp-1 inhibitor	DNMT1 block	NRP1-CendR mod	NadD inh	SKN-1 block	STEP block	SUMO1 PPI mod	LMPTP block
47	CCc1nnc(NC(=O)c2cccc(C(=O)Nc3nnc(CC)s3)n2)s1	-0.1	i	-7	4	15	-1	8	-1	9	-1.3
48	CC(Sc1nnc(Cc2ccccc2)n1C)C(=O)NC1CC1 (stereo not drawn)	-0.5	i	-5	0	5	7	15	-2	0	-2.6

Copied from the list.
Reading of CC(=O)Nc1ccc(C(=O)N/N=C(\C)CC(=O)Nc2ccc(OCc3ccccc3)cc2)cc1 in STEP block: -2
Reading of Cc1nc(NC(=O)c2ccc(F)cc2)nc2cc3c(cc12)OCO3 in Scp-1 inhibitor: -5
